Assay outcomes deposited in PubChem by National Center for Advancing Translational Sciences (NCATS).
BLM helicase inh: Bloom syndrome helicase (human) inhibition | Potency, µM (titrated, usually from 56.1 µM), for the others: at the highest dose activity change, negative = inhibition, usual class: inhibitors | P54132 | 350,000 tested, 0.2% active | recombinant BLM DNA unwinding, fluorescence dequenching;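 note: plate controls were vehicle for no effect and no enzyme for full effect; nearly all actives have a fitted effect of over 35% in size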
APEX1 inh: inhibitors of human APE1 endonuclease; recombinant APE1, TAMRA/BHQ-2 abasic DNA cleavage fluorescence; 350,000 tested, 0.35% active; AID 2517; Potency, µM (top dose mostly 65.8 µM), for the others: at the highest dose activity change, negative = inhibition, hits mostly inhibitors;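 note: plate controls were vehicle for no effect and reference inhibitor for full effect; nearly all actives have a fitted effect of over 55% in size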
Target sequence (P27695 whole entry, looked up): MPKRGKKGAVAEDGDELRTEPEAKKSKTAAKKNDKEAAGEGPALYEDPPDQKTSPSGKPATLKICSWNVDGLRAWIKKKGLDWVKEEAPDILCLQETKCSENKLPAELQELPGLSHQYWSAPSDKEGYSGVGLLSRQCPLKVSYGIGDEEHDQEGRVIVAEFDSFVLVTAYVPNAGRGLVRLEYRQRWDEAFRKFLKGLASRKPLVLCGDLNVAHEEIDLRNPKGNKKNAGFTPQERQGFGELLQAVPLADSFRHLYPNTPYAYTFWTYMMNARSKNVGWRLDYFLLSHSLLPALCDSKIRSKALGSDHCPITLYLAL
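Substrate: short duplex with […] THF abasic site, 5'-TAMRA and 3'-BHQ-2, 50 nM final. APE1 at 0.75 nM, preincubated 15 min RT with compound. Fluorescence increase from first to third read measured activity.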
Apoferritin bind: candidate novel general anesthetic via apoferritin binding. P02791. apoferritin/1-aminoanthracene competitive binding, fluorescence. Potency, µM (titrated, usually from 77.5 µM), for the others: top-dose activity change, negative = displacement, most hits filed as inhibitors. 350,000 tested, 0.074% active. AID 485281; note: % is set by controls: 0 for no effect and ±100 for the full control effect; nearly all actives have a fitted effect of over 20% in size
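Horse-spleen apoferritin (10 uM) in 50% saturated 1-aminoanthracene in PBS was incubated 10 min at room temperature with compound. Fluorescence (ex 380, em 535 nm) was normalized to free and bound 1-AMA, with concentration-response fitted by a four-parameter Hill equation.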
BAZ2B inh: blocks human BAZ2B. AlphaScreen BAZ2B-H3K14Ac peptide displacement. Potency, µM (titrated, usually from 114 µM), for inactives: at the highest dose activity change, negative = inhibition, hits mostly inhibitors. 360,000 tested, 4.4% active; note: % is set by controls: 0 for no effect and ±100 for the full control effect; nearly all actives have a fitted effect of over 60% in size
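AlphaScreen displacement: compounds (up to 110uM) incubated 30 min at room temperature with a preformed 50 nM BAZ2B/50 nM biotinylated H3K14Ac peptide complex in PBS pH 7.4 with Tween-20. Donor and acceptor beads at 10 ug/mL final added, 20 min light-protected before reading.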
POLI inh: inhibitors of human DNA polymerase iota. Q9UNA4. Pol iota fluorescent replication assay, 10 min. Potency, µM (series often up to 115 µM), for inactives: top-dose activity, negative = inhibition, actives largely listed as inhibitors. 390,000 tested, 1% active. AID 588590
Target sequence (Q9UNA4 whole entry, looked up): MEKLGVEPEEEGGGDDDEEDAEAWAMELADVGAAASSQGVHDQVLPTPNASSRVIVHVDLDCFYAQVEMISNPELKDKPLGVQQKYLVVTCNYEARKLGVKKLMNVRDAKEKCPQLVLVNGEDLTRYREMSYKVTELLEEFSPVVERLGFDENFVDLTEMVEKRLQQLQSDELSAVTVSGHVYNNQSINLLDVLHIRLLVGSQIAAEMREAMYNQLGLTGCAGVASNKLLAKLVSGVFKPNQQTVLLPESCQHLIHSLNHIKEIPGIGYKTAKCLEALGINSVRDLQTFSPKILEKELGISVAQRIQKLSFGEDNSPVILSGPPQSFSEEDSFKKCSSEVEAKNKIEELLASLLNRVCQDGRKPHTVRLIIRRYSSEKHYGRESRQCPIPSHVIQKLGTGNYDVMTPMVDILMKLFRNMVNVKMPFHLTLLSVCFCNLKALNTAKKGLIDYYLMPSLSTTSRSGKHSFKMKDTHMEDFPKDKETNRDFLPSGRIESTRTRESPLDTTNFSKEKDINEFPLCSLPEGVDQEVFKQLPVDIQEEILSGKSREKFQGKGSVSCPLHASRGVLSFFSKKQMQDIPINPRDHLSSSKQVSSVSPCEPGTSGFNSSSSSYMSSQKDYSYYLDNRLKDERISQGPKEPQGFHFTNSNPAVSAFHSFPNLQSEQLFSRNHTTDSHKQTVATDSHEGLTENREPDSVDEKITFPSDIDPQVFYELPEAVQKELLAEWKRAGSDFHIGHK
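Pol iota at 10 nM preincubated 15 min with compounds at room temperature; reaction started with fluorescent substrate, 50 nM final. Fluorescence read kinetically at 0 and 10 min; buffer-only wells as negative control.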
POLH inh: blocks human DNA polymerase eta activity | recombinant Pol eta, fluorescent DNA replication assay | AID 588591 | Potency, µM (highest dose often 114 µM), inactives show at the highest dose activity change, negative = inhibition, actives largely listed as inhibitors | Q9Y253 | 390,000 tested, 1.2% active; note: % is set by controls: 0 for no effect and ±100 for the full control effect
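Fluorescent replication assay: 50 nM final substrate added after a 15 min room-temperature compound preincubation with 10 nM enzyme. Signal taken at 0 min and again at 10 min.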
G9a block: blocks human histone lysine methyltransferase G9a. Q96KQ7. G9a H3K9 monomethylation, AlphaScreen, 2 h. Potency, µM (titrated, usually from 102 µM), without a hit: at the top dose activity, negative = inhibition, hits mostly inhibitors. 350,000 tested, 8.8% active. AID 504332; note: % is set by controls: 0 for no effect and ±100 for the full control effect; nearly all actives have a fitted effect of over 75% in size
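Signal arises when biotinylated H3K9 peptide, once monomethylated, bridges streptavidin donor and antibody-captured acceptor beads. Enzyme at 20 nM was preincubated 15 min with test compounds; peptide 500 nM and SAM 20 uM then reacted for 2 h.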
POLK inh: DNA polymerase kappa (human) inhibition; Q9UBT6; purified Pol kappa, fluorescent DNA synthesis assay, 10 min; Potency, µM (top dose mostly 107 µM), without a hit: top-dose activity, negative = inhibition, usual class: inhibitors; 400,000 tested, 0.53% active; note: % is set by controls: 0 for no effect and ±100 for the full control effect
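Inhibition of 10 nM Pol kappa is measured by a fluorescent read-out at 0 and 10 min following addition of 50 nM substrate (final), with a 15-min room-temperature compound preincubation.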
Pol beta inh: DNA polymerase beta (human) inhibition; P06746; Pol beta primer extension/strand displacement, fluorescence kinetic; Potency, µM (highest dose often 114 µM), inactives show at the highest dose activity change, negative = inhibition, actives largely listed as inhibitors; 340,000 tested, 1.3% active; note: % is set by controls: 0 for no effect and ±100 for the full control effect
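Preincubation: enzyme (10 nM) with compound, 15 min, RT. Reaction: substrate added to 50 nM final. Reads: 0 and 10 min. Analysis: normalized, Hill fit.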
* marks the source's active call; other numbers are inactive results; ? = inconclusive; . = not tested or not shown; & = joins results of further samples; [ ] = remark or other dose. Calls come from the whole dose curve; as a rule, active = well fitted curve in the direction sought with a large enough effect; inconclusive = small, poorly fitted or top-dose-only effect, or another doubt; inactive = no such curve, though single readings can be large; an effect the other way counts as inactive or inconclusive. Potency is the fitted concentration of half-maximal effect. A portion of the library; rates above refer to the full screens.

Structure | BLM helicase inh | APEX1 inh | Apoferritin bind | BAZ2B inh | POLI inh | POLH inh | G9a block | POLK inh | Pol beta inh
Cc1ccc(C(=O)COC(=O)c2ccncc2)cc1[N+](=O)[O-] | 0.4% | -1.3% | -3.3% | -4.5% | -15.8% | -11.5% | 14.3%[59 µM] | -6.5% | 42.6%
Cc1nc(-c2cccnc2)sc1CCNS(=O)(=O)c1ccc(F)cc1 | 2.5% | . | -1.4% | 4.8% | 29.9% | -10.5% | 0.5%[59 µM] | -0.8%[60.1 µM] | -0.1%
COc1ccc(-c2cnn3c(N)c(S(=O)(=O)c4ccccc4)cnc23)cc1 | -9.7% | -1.2% | -10.3% | 9.4% | 12.3% | -1.1% | 14.6%[59 µM] | -11.9% | -0.4%
Cc1ccc(NS(=O)(=O)c2ccc(Cl)c(C(=O)O)c2)cc1S(=O)(=O)N1CCOCC1 | 2.6% | -1.7% | -11.7% | 8.3% | -9.1% | -9.1% | ? | -16.4% | -8.8%[57.1 µM]
O=C(Oc1c(Cl)cc(Cl)c2cccnc12)c1cccc([N+](=O)[O-])c1 | -0.2% | 4.6% | -6.9% | 28.2µM* | 0.3% | -17.1% | ? | 1.2% | -15.2%
COc1cccc(OCc2nnc(SCC(=O)OCc3ccccc3)o2)c1 | -7.0% | -3.0% | 8.3% | 59.3%[activator] | ? | -4.7% | 9.5%[59 µM] | -3.6% | 0.7%
O=C(CCN1C(=O)C2C3CCC(C3)C2C1=O)Nc1ccc(Cl)cc1Cl (stereo unspecified) | 0.4% | 23.4% | -11.9% | -0.6% | 95.0%[activator] | 3.9% | -9.2% | -9.5% | 23.6%
COc1ccc(C(=O)Nc2ccccc2C(=O)NC(Cc2ccc(O)cc2)C(=O)NNC(=O)c2ccccc2)cc1 (stereo unspecified) | -14.8% | 0.7% | ? | -30.1% | 10.0% | -10.4% | 21.3%[59 µM] | 2.1% | 1.7%
CC(C)[C@H](NC(=O)N1CC(=O)Nc2ccccc21)C(=O)N[C@@H](Cc1ccccc1)C(=O)O | -0.8% | 26.0% | -3.1% | 6.4% | -18.4% | 1.8% | -0.4%[12.7 µM] | 3.9% | 17.9%
S=c1[nH]nc(-c2cccnc2)n1/N=C/C=C/c1ccco1 | 20µM* | -13.9% | -12.2% | 44.7µM* | ? | ? | . | -35.7% | 12.6µM*
CC(C)(C)OC(=O)NCc1ccc(NC(=O)c2nc[nH]c2C(=O)N[C@@H](Cc2ccccc2)C(=O)OCc2ccccc2)cc1 | -12.3% | 12.3% | -2.0% | -8.4% | -3.5% | -29.8% | 5.5%[59 µM] | 0.9% | -9.5%
Nc1nc(NCC(=O)O)nc(N2CCCCCC2)c1[N+](=O)[O-] | -11.0% | 7.6% | 0.0% | 1.1% | 126.8%[activator] | -1.3% | 17.6% | -6.6% | 13.4%

Going on with the list.
Structure | BLM helicase inh | APEX1 inh | Apoferritin bind | BAZ2B inh | POLI inh | POLH inh | G9a block | POLK inh | Pol beta inh
CCCC(O)(CCN1CCOCC1)c1ccc(Br)cc1 (stereo unspecified) | 2.1% | 20.8% | -3.8% | -32.1% | 138.7%[activator] | 8.9% | -38.5%[59 µM] | -2.4% | 6.7%
COc1ccc(CCNC(=O)COC(=O)Cc2ccccc2[N+](=O)[O-])cc1 | . | 3.2% | . | . | 7.0% | ? | . | -11.9% | .
COc1ccc(CCNS(=O)(=O)CC23CCC(CC2=O)C3(C)C)cc1OC (stereo unspecified) | -1.5% | 29.7% | -9.8% | 2.5% | 3.0% | -4.1% | 6.0% | -4.8% | 23.2%
O=C(NC1CCN(Cc2ccccc2)CC1)c1ccc(I)cc1 | -1.1% | 18.5%&18.3% | 2.8% | . | . | . | 17.1%[59 µM] | 3.3%&-2.7%[19.4 µM] | .
CC(=O)NS(=O)(=O)c1ccc(N2C(=O)CC(Sc3nccc(C)n3)C2=O)cc1 (stereo unspecified) | 3.4% | -12.8% | -5.4% | 9.6% | 8.0% | 3.7% | . | -7.9% | 89.5%
CCOc1cc(N2CCOCC2)c(OCC)cc1NC(=S)NCCCOC | -0.4% | -7.3% | 2.2% | -16.2% | 102.0%[activator] | -13.4% | ? | 0.7% | -4.0%
NC(=O)C1c2ccccc2Oc2ccccc21 | -3.0% | 28.1% | -2.1% | -11.1% | -6.5% | -19.4% | -4.3% | 8.5% | 21.3%
CC(C)CCn1c(Sc2nc3ccccc3o2)nc2c1c(=O)[nH]c(=O)n2C | -0.5% | -2.6% | 0.7% | -32.5% | 24.6% | -16.9% | ? | -2.2% | 2.0%
O=C(CN1CCN(c2ccccc2)CC1)Nc1nnc(-c2ccccc2)s1 | -0.2% | 4.0% | -20.4% | -24.7% | 8.4% | -9.7% | -1.8%[59 µM] | -0.8% | 0.8%
CCOC(=O)CSc1nc2cc3c(cc2cc1CC)OCCO3 | -4.0% | 1.3% | 1.6% | 64.5%[activator] | -5.0% | ? | 4.6%[59 µM] | 5.8% | -2.5%
COC(=O)C(C)(C)ONC(=O)Nc1ccc([N+](=O)[O-])cc1 | 2.2% | -3.0% | -13.3% | -17.6% | 23.0% | -19.5% | -2.0% | 6.0% | -2.2%
CN(C)S(=O)(=O)c1ccc(C(=O)N2CCN(C(=O)C3CCCO3)CC2)cc1 (stereo unspecified) | . | 51.8%[activator] | . | 3.4% | -7.5% | -14.1% | 12.5%[2.33 µM] | -22.2% | .

Following part
The line under a structure holds: BLM helicase inh | APEX1 inh | Apoferritin bind | BAZ2B inh | POLI inh | POLH inh | G9a block | POLK inh | Pol beta inh
CCOc1ccc(CCNC(=O)COC(=O)c2c(OC)cccc2OC)cc1OCC
    . | -3.0% | . | 9.2% | 17.5% | -18.4% | -6.2%[2.33 µM] | -19.7% | .
O=C(Nc1ccc(Cl)c([N+](=O)[O-])c1)C(Sc1ccccc1)c1ccccc1 (stereo unspecified)
    -5.3% | 1.5% | 3.8% | -38.2% | 170.4%[activator] | -16.7% | ? | -12.8% | 4.1%
COc1ccc(S(=O)(=O)Nc2c(C)cccc2C)cc1-n1cnnn1
    0.6% | -1.1% | 6.3% | 2.2% | 2.7% | -20.0% | -12.7% | 4.6% | 5.9%
CN(C)CCCNC(=O)Cc1ccc(Br)cc1
    0.4% | -0.2% | -14.1% | 6.1% | 1.5% | -6.9% | 11.2% | -18.9% | 1.1%
CC1CC(C)CN(S(=O)(=O)c2ccc3c(c2)oc(=O)n3CC(=O)N(C)Cc2ccccc2)C1 (stereo unspecified)
    -7.7% | -2.9% | 5.1% | -34.9% | 18.3% | -6.5% | . | -12.9% | 36.0%
CC(C)(C)C1CCc2c(sc(NC(=O)C3c4ccccc4Oc4ccccc43)c2C(N)=O)C1 (stereo unspecified)
    -9.8% | . | -17.6% | -16.6% | -16.1% | . | -15.6%[59 µM] | -14.5% | 0.3%
CC(C)C(OC(=O)c1cccs1)C(=O)NCc1ccco1 (stereo unspecified)
    -2.6% | 17.9% | 0.2% | -0.4% | 7.0% | -4.2% | -0.3%[12.7 µM] | -8.4% | -18.8%
CCCSc1nc2c(c(=O)n1CC)SC(C)C2 (stereo unspecified)
    2.2% | -3.6% | -8.0% | -4.7% | 9.5% | -10.1% | -14.0% | -4.4% | 12.9%
O=C(Cc1cn(Cc2cccc(Cl)c2)c2ccccc12)N1CCCCCC1
    -5.7% | 29.7% | ? | -36.0% | 1.2% | -15.4% | -0.3%[59 µM] | -13.0% | 1.9%
CCOC(=O)CNC(=O)CCCCCC(=O)NCC(=O)OCC
    0.7% | -5.7% | -2.2% | -5.1% | 8.3% | -0.7% | ? | -1.3% | 6.7%
CN(C(=O)c1cc2ccccc2cc1O)C1CCCCC1
    -4.4% | 10.3% | ? | -14.9% | -8.3% | -10.7% | -3.7% | -0.5% | 11.2%
CCN(CC)C(=O)COc1ccc(-c2nnc(N3CCCCC3)c3ccccc23)cc1
    -0.7% | 1.1% | -7.5% | 10.2% | 4.6% | -4.3% | 8.6%[59 µM] | -5.2% | -2.6%
C=CCN(CC=C)S(=O)(=O)c1ccc(NC(=S)NC(=O)c2ccco2)cc1
    -4.9% | -9.6% | 17.8µM* | -0.8% | -0.4% | -5.7% | 5.6%[2.33 µM] | -24.4% | -16.6%
CSCCC(NC(=O)c1ccc(Cl)cc1)C(=O)NC(C)(C)C (stereo unspecified)
    -4.4% | 14.4% | -15.7% | 8.0% | 3.0% | -23.8% | 17.2%[59 µM] | 1.6% | 34.3%
COc1ccc(C(=O)N2CCC(C(=O)O)CC2)cc1
    -8.2% | 4.4% | -5.3% | -3.6% | 14.3% | -10.1% | -24.4%[59 µM] | 12.8% | -1.8%
CCOc1ccc(CNC(=O)c2cc3cc(S(=O)(=O)N4CCCCC4)ccc3n2C)cc1
    -6.6% | . | 7.4% | 1.0% | 16.9% | -18.3% | 2.4%[59 µM] | -1.8%[60.1 µM] | -1.1%

Two compounds from above, showing only Pol beta inh, POLH inh and BAZ2B inh:
SMILES,Pol beta inh,POLH inh,BAZ2B inh
C=CCN(CC=C)S(=O)(=O)c1ccc(NC(=S)NC(=O)c2ccco2)cc1,-16.6%,-5.7%,-0.8%
O=C(Cc1cn(Cc2cccc(Cl)c2)c2ccccc12)N1CCCCCC1,1.9%,-15.4%,-36.0%

5 entries from above, ordered by their value in POLI inh, high to low.
Structure | POLI inh
CC1CC(C)CN(S(=O)(=O)c2ccc3c(c2)oc(=O)n3CC(=O)N(C)Cc2ccccc2)C1 (stereo unspecified) | 18.3%
COc1ccc(C(=O)N2CCC(C(=O)O)CC2)cc1 | 14.3%
CC(C)C(OC(=O)c1cccs1)C(=O)NCc1ccco1 (stereo unspecified) | 7.0%
CCN(CC)C(=O)COc1ccc(-c2nnc(N3CCCCC3)c3ccccc23)cc1 | 4.6%
CN(C(=O)c1cc2ccccc2cc1O)C1CCCCC1 | -8.3%
